Screening data: PubChem, several laboratories
MgcRacGAP inhibition: MgcRacGAP GTPase-activating activity inhibitors, confirmation, biochemical, ADP Hunter fluorescence; MgcRacGAP-stimulated Rac1 GTP hydrolysis, ADP Hunter fluorescence; higher % means a stronger effect; GST-tagged Rac1 F28L mutant substrate; inhibition, % at 30 µM, or IC50 in µM where a hit was titrated; hit rate 0.6% among 340,000;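 active means first-screen hits whose inhibition reached a set limit at any dose in the follow-up dose series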;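 further: fluorescence reports GDP produced by GAP-driven GTP hydrolysis; strong numbers were not always called active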
T cell modulator: modulates CD8 T cell binding to vesicles; 2C CD8+ T cell-vesicle binding, flow cytometry; stronger effect = lower value; calls only at 7 µM; hit rate 0.068% among 330,000;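 active means response, share of CD8 T cells binding vesicles, and their 90th percentile fluorescence all below set limits, cut at about 80% in these data, passing the limit was not always enough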
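Test system: purified 2C TCR transgenic mouse naive CD8+ T cells. Probe or stimulus: QL9-peptide-loaded Drosophila micro-vesicles bearing Ld, ICAM-1 and B7-1. Incubation: binding step 1.5 h, 37 °C, antibody labelling 20 min, ice. Measured by: flow cytometry of vesicle-bound cells.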
NTR1 agonist: NTR1-driven beta-arrestin-GFP spot formation – imaging, U2OS cells, high content, primary screen (AID 493036); agonist mode; hit rate 0.17% among 330,000; P30989; activation, % at 20 µM;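 active means activation at or above 40% of the spot to cytoplasm intensity ratio, with at least 20 cells analyzed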;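 further: 0% = DMSO without peptide and 100% = 100 nM NTR1 peptide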
Target sequence (P30989 whole entry, looked up): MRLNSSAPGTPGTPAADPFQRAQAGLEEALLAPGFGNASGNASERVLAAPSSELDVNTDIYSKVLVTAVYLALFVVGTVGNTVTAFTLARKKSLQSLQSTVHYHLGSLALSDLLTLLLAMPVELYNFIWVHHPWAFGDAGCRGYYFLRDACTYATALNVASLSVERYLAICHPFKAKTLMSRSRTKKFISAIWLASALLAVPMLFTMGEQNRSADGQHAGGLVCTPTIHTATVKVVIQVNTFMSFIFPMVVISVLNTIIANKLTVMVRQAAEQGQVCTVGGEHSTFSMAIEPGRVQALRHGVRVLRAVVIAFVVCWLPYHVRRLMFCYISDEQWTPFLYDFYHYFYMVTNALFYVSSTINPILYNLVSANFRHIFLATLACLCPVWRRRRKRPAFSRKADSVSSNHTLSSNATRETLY
T cell modulator vesicle-bound %: second read-out of T cell modulator, no call of its own (marks repeat the call); double positive events, %; measured here: CD8+ vesicle-bound cell fraction;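 binding gate set so that unloaded-vesicle control wells show 10% double positive cells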
NTR1 agonist cell count 20 µM: also measured in NTR1 agonist; calls as there; cell count; measured here: cell count, cytotoxicity flag
The depositor's hits bear a star. Only part of the results is shown; count on the stated rates, not on these rows.

`Cc1noc(C)c1NC(=O)Nc1ccc2c(c1)C(=O)N([C@H](C)CO)C[C@H](C)[C@@H](CN(C)C(=O)Nc1ccccc1)O2` gave MgcRacGAP inhibition 5%, T cell modulator inactive, NTR1 agonist -1.6, T cell modulator vesicle-bound % 14 and NTR1 agonist cell count 20 µM 65.
CCN(c1ccccc1)S(=O)(=O)c1ccc(C(=O)NCCCN2CCOCC2)cc1 was read as MgcRacGAP inhibition 8%, T cell modulator inactive, NTR1 agonist 2.1, T cell modulator vesicle-bound % 51 and NTR1 agonist cell count 20 µM 63.
Screening CCc1ccc(S(=O)(=O)Nc2ccc(-c3ccc4nnc(C)n4n3)cc2)s1 returned MgcRacGAP inhibition 8%, T cell modulator inactive, NTR1 agonist 0.0, T cell modulator vesicle-bound % 16 and NTR1 agonist cell count 20 µM 63.
CC1CCCCC1NC(=O)COc1cccnc1[N+](=O)[O-] (stereo not given) was read as MgcRacGAP inhibition 3%, T cell modulator inactive, NTR1 agonist 0.0, T cell modulator vesicle-bound % 47 and NTR1 agonist cell count 20 µM 51.
Screening C[C@]12CC[C@H](O)CC1=CCC1C2CC[C@@]2(C)C1CC[C@@H]2NC(=O)CCC(=O)O (stereo not given in full) returned MgcRacGAP inhibition -1%, T cell modulator inactive, NTR1 agonist 0.9, T cell modulator vesicle-bound % 40 and NTR1 agonist cell count 20 µM 61.
For CC(=O)c1c(C)[nH]c(C(=O)N2CCN(S(=O)(=O)c3ccc(C)cc3C)CC2)c1C the results were MgcRacGAP inhibition 2%, T cell modulator inactive, NTR1 agonist 0.5, T cell modulator vesicle-bound % 36 and NTR1 agonist cell count 20 µM 57.
C=C(C)CSc1nnc2[nH]c(=O)cc(N)n12 was read as MgcRacGAP inhibition 10%, T cell modulator inactive, NTR1 agonist 1.4, T cell modulator vesicle-bound % 35 and NTR1 agonist cell count 20 µM 38.
Screening COc1ccc(NC(=O)COC(=O)CCC2CCCC2)c(OC)c1 returned MgcRacGAP inhibition 5%, T cell modulator inactive, NTR1 agonist 0.0, T cell modulator vesicle-bound % 56 and NTR1 agonist cell count 20 µM 58.
`CNc1snc(C)c1C(=O)OC(C)C(=O)Nc1ccccc1` (stereo not given) gave MgcRacGAP inhibition 6%, T cell modulator inactive, NTR1 agonist -0.5, T cell modulator vesicle-bound % 32 and NTR1 agonist cell count 20 µM 66.
Cc1ccccc1C#N was read as MgcRacGAP inhibition 1%, T cell modulator inactive, NTR1 agonist -1.2, T cell modulator vesicle-bound % 24 and NTR1 agonist cell count 20 µM 56.

Reprinted from the part before: 2 entries, followed by the next part.
`CNc1snc(C)c1C(=O)OC(C)C(=O)Nc1ccccc1` (stereo not given) gave MgcRacGAP inhibition 6%, T cell modulator inactive, NTR1 agonist -0.5, T cell modulator vesicle-bound % 32 and NTR1 agonist cell count 20 µM 66.
Cc1ccccc1C#N was read as MgcRacGAP inhibition 1%, T cell modulator inactive, NTR1 agonist -1.2, T cell modulator vesicle-bound % 24 and NTR1 agonist cell count 20 µM 56.
Screening O=C(COC(=O)C1CCN(c2ccc(C(F)(F)F)cn2)CC1)Nc1ncc(Cl)cc1Cl returned MgcRacGAP inhibition 4%, T cell modulator inactive, NTR1 agonist 2.1, T cell modulator vesicle-bound % 40 and NTR1 agonist cell count 20 µM 56.
`CC1CCCN(CC(O)COc2ccc(S(=O)(=O)N3CCCC3)cc2[N+](=O)[O-])C1` (stereo not given) gave MgcRacGAP inhibition 6%, T cell modulator inactive, NTR1 agonist 1.7, T cell modulator vesicle-bound % 39 and NTR1 agonist cell count 20 µM 58.
Screening CS(=O)(=O)Nc1ccccc1C(=O)OCC(=O)NC1CC1 returned MgcRacGAP inhibition 5%, T cell modulator inactive, NTR1 agonist 3.0, T cell modulator vesicle-bound % 58 and NTR1 agonist cell count 20 µM 61.
For COc1ccc(S(=O)(=O)N2CCN(C(=O)c3cc4c(s3)CCC4)CC2)cc1 the results were MgcRacGAP inhibition 12%, T cell modulator inactive, NTR1 agonist 1.3, T cell modulator vesicle-bound % 12 and NTR1 agonist cell count 20 µM 59.
For Nc1nccnc1C(=O)OCC(=O)NC1CCCc2ccccc21 (stereo not given) the results were MgcRacGAP inhibition 2%, T cell modulator inactive, NTR1 agonist 0.0, T cell modulator vesicle-bound % 54 and NTR1 agonist cell count 20 µM 66.
Screening CCC(NC(=O)c1ccccc1NC(=O)C(C)(C)C)C(=O)N1CC(C)OC(C)C1 (stereo not given) returned MgcRacGAP inhibition 4%, T cell modulator inactive, NTR1 agonist 1.2, T cell modulator vesicle-bound % 42 and NTR1 agonist cell count 20 µM 46.
`COCCNC(=O)c1cccc2c1C(=O)c1ccc(N3CCOCC3)cc1S2(=O)=O` gave MgcRacGAP inhibition 4%, T cell modulator inactive, NTR1 agonist -2.4, T cell modulator vesicle-bound % 12 and NTR1 agonist cell count 20 µM 69.
For O=C1Cc2cc(S(=O)(=O)NCc3ccc(F)cc3)ccc2N1 the results were MgcRacGAP inhibition -9%, T cell modulator inactive, NTR1 agonist 0.3, T cell modulator vesicle-bound % 20 and NTR1 agonist cell count 20 µM 67.
O=C(O)c1cc(S(=O)(=O)N2CCN(S(=O)(=O)c3ccc4ccccc4c3)CC2)ccc1Br was read as MgcRacGAP inhibition -3%, T cell modulator inactive, NTR1 agonist -2.6, T cell modulator vesicle-bound % 55 and NTR1 agonist cell count 20 µM 62.
Cc1ccc(S(=O)(=O)NCCC(=O)NCc2ccc(Cl)cc2)cc1C was read as MgcRacGAP inhibition 1%, T cell modulator inactive, NTR1 agonist 0.2, T cell modulator vesicle-bound % 30 and NTR1 agonist cell count 20 µM 76.
CC(=O)Nc1ccc(S(=O)(=O)N(C)c2ccc(OCCOc3ccccc3F)cc2)cc1 was read as MgcRacGAP inhibition 0%, T cell modulator inactive, NTR1 agonist 3.1, T cell modulator vesicle-bound % 55 and NTR1 agonist cell count 20 µM 56.
Cc1cc(C)n2nc(C(=O)OCC(=O)N(C)CC(=O)Nc3ccc(F)cc3)nc2n1 was read as MgcRacGAP inhibition 5%, T cell modulator inactive, NTR1 agonist 2.1, T cell modulator vesicle-bound % 43 and NTR1 agonist cell count 20 µM 96.
`COc1ccc(NC(=O)CN(C)C(=O)C2(c3ccccc3)CCCC2)cc1` gave MgcRacGAP inhibition 3%, T cell modulator inactive, NTR1 agonist -0.9, T cell modulator vesicle-bound % 30 and NTR1 agonist cell count 20 µM 53.
For O=C(CN1C(=O)C2CC=CCC2C1=O)Nc1ccc(OC(F)(F)F)cc1 (stereo not given) the results were MgcRacGAP inhibition 5%, T cell modulator inactive, NTR1 agonist 2.4, T cell modulator vesicle-bound % 35 and NTR1 agonist cell count 20 µM 68.
`Cc1c(C(=O)Nc2nccs2)oc2ccc(F)cc12` gave MgcRacGAP inhibition 1%, T cell modulator inactive, NTR1 agonist -0.3, T cell modulator vesicle-bound % 49 and NTR1 agonist cell count 20 µM 43.
Screening CC(C)CN1C(=O)C(=O)N(CC(=O)c2ccc3c(c2)CCCC3)C1=O returned MgcRacGAP inhibition 4%, T cell modulator inactive, NTR1 agonist -1.2, T cell modulator vesicle-bound % 56 and NTR1 agonist cell count 20 µM 54.
`COc1ccc(N2CCN(C(=O)CSc3nnc4nc(C)cc(C)n34)CC2)cc1` gave MgcRacGAP inhibition 20%, T cell modulator inactive, NTR1 agonist 5.8, T cell modulator vesicle-bound % 10 and NTR1 agonist cell count 20 µM 62.
`CCC(NC(=O)CSc1nnnn1C1CC1)c1ccc(Br)cc1` (stereo not given) gave MgcRacGAP inhibition 6%, T cell modulator inactive, NTR1 agonist -0.4, T cell modulator vesicle-bound % 28 and NTR1 agonist cell count 20 µM 67.
CC(=O)c1ccc(NC(=O)C(C)OC(=O)/C=C/c2ccco2)cc1 (stereo not given) was read as MgcRacGAP inhibition -2%, T cell modulator inactive, NTR1 agonist -0.3, T cell modulator vesicle-bound % 40 and NTR1 agonist cell count 20 µM 57.
`Cc1ccc2c(c1)[C@H]1[C@H](CO2)[C@H](c2ccccc2)[C@]2(C)C(=O)Nc3ccccc3C(=O)N12` gave MgcRacGAP inhibition -2%, T cell modulator inactive, NTR1 agonist 1.8, T cell modulator vesicle-bound % 17 and NTR1 agonist cell count 20 µM 62.
For O=C(NNC(=O)c1ccc(-n2cncn2)c([N+](=O)[O-])c1)c1ccccc1 the results were MgcRacGAP inhibition 1%, T cell modulator inactive, NTR1 agonist 1.8, T cell modulator vesicle-bound % 16 and NTR1 agonist cell count 20 µM 49.
O=C(CSc1nccc(=O)[nH]1)NC1CCCCCC1 was read as MgcRacGAP inhibition -1%, T cell modulator inactive, NTR1 agonist 3.2, T cell modulator vesicle-bound % 30 and NTR1 agonist cell count 20 µM 66.
O=C(O)c1cccc2c1C(=O)c1ccc(-c3ccc(OC(F)(F)F)cc3)cc1S2(=O)=O was read as MgcRacGAP inhibition 3%, T cell modulator inactive, NTR1 agonist -1.1, T cell modulator vesicle-bound % 21 and NTR1 agonist cell count 20 µM 62.
`CC(=O)Nc1ccc(NC(=O)C(C)Sc2nnc(C3CC3)n2-c2ccccc2)cc1` (stereo not given) gave MgcRacGAP inhibition -2%, T cell modulator inactive, NTR1 agonist -1.3, T cell modulator vesicle-bound % 38 and NTR1 agonist cell count 20 µM 57.
Screening Cc1cccc(NC(=O)CN2CCN(C(=O)C3CCN(C(=O)/C=C/c4ccccc4)CC3)CC2)c1C returned MgcRacGAP inhibition 1%, T cell modulator inactive, NTR1 agonist -0.2, T cell modulator vesicle-bound % 46 and NTR1 agonist cell count 20 µM 59.
For O=C1C[C@H](c2ccc(O)cc2)Oc2cc(O[C@@H]3O[C@H](CO)[C@@H](O)[C@H](O)[C@H]3O)cc(O[C@@H]3O[C@H](CO)[C@@H](O)[C@H](O)[C@H]3O)c21 the results were MgcRacGAP inhibition 25%, T cell modulator inactive, NTR1 agonist -1.5, T cell modulator vesicle-bound % 11 and NTR1 agonist cell count 20 µM 59.
O=C(COC(=O)CNC(=O)C1CCCCC1)Nc1ccccc1OC(F)F was read as MgcRacGAP inhibition 3%, T cell modulator inactive, NTR1 agonist 0.4, T cell modulator vesicle-bound % 7 and NTR1 agonist cell count 20 µM 70.
Screening C=CCC[C@@H](Cc1ccc(F)cc1)C(=O)OC[C@H](Cc1c[nH]c2ccccc12)NC(=O)[C@H](CC=C)CC(=O)N(CCO)Cc1ccccc1 returned MgcRacGAP inhibition 9%, T cell modulator inactive, NTR1 agonist 14, T cell modulator vesicle-bound % 12 and NTR1 agonist cell count 20 µM 54.
Screening CCN(CC)C(=O)[C@H]1CC(CC(=O)NCc2ccco2)C(=O)N2CCc3c([nH]c4ccccc34)[C@]12C (stereo not given in full) returned MgcRacGAP inhibition 10%, T cell modulator inactive, NTR1 agonist 2.5, T cell modulator vesicle-bound % 11 and NTR1 agonist cell count 20 µM 58.
CCN(CC)c1ccc(C(=O)NNC(=O)C2CSC3(C)CCC(=O)N23)cc1 (stereo not given) was read as MgcRacGAP inhibition 2%, T cell modulator inactive, NTR1 agonist -0.3, T cell modulator vesicle-bound % 35 and NTR1 agonist cell count 20 µM 79.
`COc1ccccc1OCCNC(=O)c1ccccc1OCc1c(C)noc1C` gave MgcRacGAP inhibition 6%, T cell modulator inactive, NTR1 agonist 0.8, T cell modulator vesicle-bound % 17 and NTR1 agonist cell count 20 µM 69.
CC1(c2cc(F)ccc2F)NC(=O)N(CC(=O)Nc2cccc(S(=O)(=O)N3CCCC3)c2)C1=O (stereo not given) was read as MgcRacGAP inhibition 4%, T cell modulator inactive, NTR1 agonist 1.0, T cell modulator vesicle-bound % 40 and NTR1 agonist cell count 20 µM 55.

Ordered by molecular weight (ascending): some entries from above.
O=C(COC(=O)CNC(=O)C1CCCCC1)Nc1ccccc1OC(F)F was read as MgcRacGAP inhibition 3%, T cell modulator inactive, NTR1 agonist 0.4, T cell modulator vesicle-bound % 7 and NTR1 agonist cell count 20 µM 70.
CCN(CC)c1ccc(C(=O)NNC(=O)C2CSC3(C)CCC(=O)N23)cc1 (stereo not given) was read as MgcRacGAP inhibition 2%, T cell modulator inactive, NTR1 agonist -0.3, T cell modulator vesicle-bound % 35 and NTR1 agonist cell count 20 µM 79.
O=C(O)c1cccc2c1C(=O)c1ccc(-c3ccc(OC(F)(F)F)cc3)cc1S2(=O)=O was read as MgcRacGAP inhibition 3%, T cell modulator inactive, NTR1 agonist -1.1, T cell modulator vesicle-bound % 21 and NTR1 agonist cell count 20 µM 62.
